Compound activity from PubChem BioAssay.
hcGAS lum – blocks human cGAS activity; Q8N884; recombinant h-cGAS, ATP depletion, Kinase-Glo luminescence; inhibition, % at 12.5 µM; 0.081% of 290,000 active;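 further: 0% = vehicle reaction and 100% = reaction without DNA for no activity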
Target sequence (Q8N884 whole entry, looked up): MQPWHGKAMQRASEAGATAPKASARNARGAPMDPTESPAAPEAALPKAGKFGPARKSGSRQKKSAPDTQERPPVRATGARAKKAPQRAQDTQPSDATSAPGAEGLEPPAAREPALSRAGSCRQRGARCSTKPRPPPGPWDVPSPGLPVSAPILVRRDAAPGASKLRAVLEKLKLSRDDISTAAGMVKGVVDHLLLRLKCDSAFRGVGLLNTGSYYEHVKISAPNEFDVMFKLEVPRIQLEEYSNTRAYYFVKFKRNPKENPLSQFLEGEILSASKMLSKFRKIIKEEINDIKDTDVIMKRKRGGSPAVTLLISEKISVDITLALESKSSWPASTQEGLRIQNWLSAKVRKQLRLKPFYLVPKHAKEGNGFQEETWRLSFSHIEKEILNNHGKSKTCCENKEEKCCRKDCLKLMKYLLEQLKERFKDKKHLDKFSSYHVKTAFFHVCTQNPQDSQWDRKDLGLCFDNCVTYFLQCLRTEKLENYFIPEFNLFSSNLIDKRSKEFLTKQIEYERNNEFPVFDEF
mcGAS lum – blocks mouse cGAS activity. inhibition, % at 12.5 µM. recombinant cGAS, Kinase-Glo ATP depletion luminescence. AID 1259399. 0.15% of 160,000 active. Q8C6L5;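 further: 0% = negative control wells and 100% = reference inhibitor with no enzyme activity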
NPYLR7 agonist – activates Aedes aegypti NPYLR7 receptor; activation, % at 10 µM; 0.15% of 270,000 active; HEK293T NPYLR7/Galpha15, GCaMP6s calcium fluorescence; in the data active means activation above about 40%;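 further: 0% = vehicle and 100% = reference agonist at the receptor; some compounds past the cut are filed as inactive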
* hit, by the source's call; x = not tested or not shown; & = joins results of further samples. Unless noted, no stated cut-off is given here; in the data, active means inhibition above about 40%; inactive means the rest.

molecule	hcGAS lum	NPYLR7 agonist	mcGAS lum
C=CC1(C)CC(=O)C2(O)C(C)(O1)C(OC(C)=O)C(O)C1C(C)(C)CCC(O)C12C (centres undefined)	-4	-10	-2
CCOC(=O)c1ccc2c(c1)nc(SCc1cc3c(cc1Cl)OCO3)n2CCOC	-1	12	-7
Nc1[nH]n(-c2ccccc2)c(=O)c1N=Nc1ccc(-c2ccccc2)cc1	-6	22	-7
CCS(=O)(=O)NC1CCCN(c2cc(N3CCCC3)ncn2)C1 (centres undefined)	-6	x	-5
Cc1cccn2c(CNC(C)CCc3ccc(O)cc3)cnc12 (centres undefined)	-6	15	x
CSCCC(=O)N1CCC(CCC(=O)NCc2cccc(C(F)(F)F)c2)CC1	-13	6	x
C=C1[C@H]2CC[C@@]3(C)[C@H](c4ccoc4)OC(=O)C[C@]13O[C@H]1C[C@H](O)C(C)(C)[C@H](CC(=O)OC)[C@]12C	-2	x	-5
CC(Nc1ccc(S(=O)(=O)N2CCN(C)CC2)cc1[N+](=O)[O-])c1ccc(F)cc1 (centres undefined)	-4	-1	x
CCCc1c(C)nn(-c2ccc(C(=O)NC(C)(C)CC)cc2)c1C	-5	8	-3
COc1ccccc1SCc1csc(-c2ccc(Cl)cc2)n1	-5	3	-5
CC(C)C1SC(=N/N=C\c2ccco2)NC1=O (centres undefined)	-5	12	x
COc1cc(-c2nc3c(c(=O)[nH]2)CN(C(=O)C24CC5CC(CC(C5)C2)C4)CC3)cc(OC)c1OC	-5	-5	-5
Cc1noc(C)c1CCC(=O)Nc1nc2c(s1)CCC2	-11	9	-7
CNCC(=O)NCc1csc2c1CCCC2	-6	0	-12
CC(C)CNC(=O)C1(n2cnnn2)CCCCC1	0	x	-5
CC(C)(C)CC(=O)Nc1ccc(CC(=O)Nc2ccc3c(c2)OC(C)(C)O3)cc1	-2	-1	x
CCN1/C(=C/C=C/C=C/c2ccc3ccc4ccoc4c3[n+]2CC)C=Cc2ccc3ccoc3c21	-8	4	x
O=C(CSc1nc2ccccc2[nH]1)Nc1ccccc1C(=O)O	-6	0	-4
COc1ccccc1C(=O)NC(Cc1ccccc1)c1nnc(SCc2cccc(C)c2)n1-c1ccc([N+](=O)[O-])cc1 (centres undefined)	-3	21	-3
NC(=O)N1c2ccccc2CC(=O)c2ccccc21	-4&0	4&6	x
O=C(NC(=S)Nc1ccc(N2CCN(C(=O)c3ccccc3)CC2)cc1)c1ccco1	3	-7	-2
Cc1onc(C(=O)N(C)C2CCOC(C)(C)C2)c1CO (centres undefined)	1	x	-2
Cc1ccc(-c2nc3cc(C)ccn3c2NCc2ccccc2)cc1	-7	-8	-7
Cc1cnc2c(C(=O)N3CCC(c4ccccc4C(=O)O)C3)cnn2c1 (centres undefined)	0	-14	x
CC(c1ccccn1)N(C)Cc1ccc(C(F)(F)F)nc1 (centres undefined)	-4	0	x
Cc1ccc(OCCN(C)C(=O)c2nc[nH]c2C)cc1	-7	2	-14
O=C(CC(c1ccccc1)c1ccc(Cl)cc1)N1CCC(CCO)CC1 (centres undefined)	-7	7	-16
Cc1cc(C)cc(-n2nnnc2SCC(=O)NCc2ccco2)c1	-14	22	x
CCOc1ccc(NC2=C([N+](=O)[O-])CS(=O)(=O)C2)cc1	-2	-8	-5
CC(C)NC(=O)CN(C)C1CCN(C(=O)c2cccn2C)CC1	-4	3	x
CCC(C)N(Cc1ccc(C)cc1)Cc1nccn1C (centres undefined)	3	-2	0
Oc1ccc2ccccc2c1C=NNc1nc2ccccc2[nH]1	-7	9	x

Reformatted: results already given
Order of values – hcGAS lum | NPYLR7 agonist | mcGAS lum
- Cc1cc(C)cc(-n2nnnc2SCC(=O)NCc2ccco2)c1
 : -14 | 22 | x
- CCOc1ccc(NC2=C([N+](=O)[O-])CS(=O)(=O)C2)cc1
 : -2 | -8 | -5
- CC(C)NC(=O)CN(C)C1CCN(C(=O)c2cccn2C)CC1
 : -4 | 3 | x
- CCC(C)N(Cc1ccc(C)cc1)Cc1nccn1C (centres undefined)
 : 3 | -2 | 0
- Oc1ccc2ccccc2c1C=NNc1nc2ccccc2[nH]1
 : -7 | 9 | x

(further entries)
molecule	hcGAS lum	NPYLR7 agonist	mcGAS lum
COc1cccc2sc(N(CCCN(C)C)C(=O)c3ccc(Cl)s3)nc12	-5	0	-8
COc1cccc(OC)c1C(=O)Nc1cccc2c1C(=O)N(C)C2=O	4	-6	x
Cc1nc(NCCNS(=O)(=O)c2ccc(F)cc2)cc(-n2ccnc2C)n1	-3	-19	-11
Cc1ccc(C)c(NC(=O)CC(=O)NCCOc2ccccc2)c1	-4	-2	-12
CC(NC(=O)CN(C)CC(=O)Nc1ccc(Cl)cc1)c1ccco1 (centres undefined)	-4	1	x
N#CCc1cccc(C(=O)Nc2cc(C(N)=O)c(F)cc2F)c1	0	-6	x
CCN(CC)C(=O)CSc1ncnc2c1cnn2-c1ccc(F)cc1	-2	7	x
O=C(c1cncc(Cl)c1)N1CCCC(c2ccn[nH]2)C1 (centres undefined)	6	0	x
C=CCn1c(N)c(C(=O)NCCC2=CCCCC2)sc1=S	-7	17	x
C=CCN(Cc1ccccc1F)C(=O)Nc1ccc(F)c(C(N)=O)c1	-10	2	x
Cc1noc(C)c1S(=O)(=O)Nc1ccccc1-c1n[nH]c(C2CC2)n1	-7	5	x
O=C(c1cc(COc2ccc(F)c(F)c2)on1)N1CCCCC1c1ccc(F)cc1 (centres undefined)	-7	16	-10
COc1cc2sc(=NC(=O)c3coc4ccccc4c3=O)n(C)c2cc1OC	-1	2	-1
COc1ccc(S(=O)(=O)Nc2ccc(Nc3ccc(-n4nc(C)cc4C)nn3)cc2)c(C)c1C	-5	-5	-7
CCc1cccc2sc(N(CCCn3ccnc3)C(=O)c3ccc4c(c3)OCCO4)nc12	-7	-8	-9
O=C(Cc1ccccc1)OCCN1C(=O)c2cccc3c(N4CCOCC4)ccc(c23)C1=O	-4	-7	x
Cc1cc(C)nc(N2CCN(c3ncnc4c3cnn4-c3ccccc3)CC2)n1	2	8	-7
Cc1cccc(S(=O)(=O)N(Cc2ccccc2F)[C@@H]2CCCCC2NC(=O)[C@H]2CCCN2)c1 (some centres undefined)	-4	1	x
CC(NCc1ncc(-c2ccc(F)cc2)o1)c1ccc(Cl)cc1Cl (centres undefined)	-6	7	x
CC(C)CC(C(=O)N1CCC(c2nnc3ccccn23)CC1)N1C(=O)C2CC=CCC2C1=O (centres undefined)	-14	2	x
CN(C(=O)COc1ccc(F)cc1Cl)C1CCS(=O)(=O)C1 (centres undefined)	-12	-3	x
CCOCC(=O)N1CCN(C(=O)c2cn(C(C)C)cc3c(=O)n(-c4ccccc4)nc2-3)CC1	-2	-4	-2
C[C@H]1[C@H](NC(=O)/C(=N\OC(C)(C)C(=O)O)c2csc(N)n2)C(=O)N1S(=O)(=O)O	-1	-8	-2
CCN(CC)c1ccc(/C=N\NC(=O)c2ccc(O)cc2)cc1	-10	19	x
O=C(NCc1ccco1)c1cc(N2CCN(c3cccc(C(F)(F)F)c3)CC2)nc2ccccc12	-6	5	-7
Cc1cc(C(F)(F)F)nn1CC(=O)NCc1cccs1	-6	2	x
COc1cccc(N2CCN(C(C)C(=O)Nc3ccc(C(C)C)cc3)CC2)c1 (centres undefined)	0	16	-1
Cc1noc(C)c1CC(=O)OC(C)C(=O)NC(N)=O (centres undefined)	-8	5	x
CC1=CSC2=NC(=O)/C(=C/c3cccc(OC(=O)c4ccccc4F)c3)C(=N)N12	-2	-1	-4
COCCN(Cc1ccc(OS(C)(=O)=O)cc1)C(=O)Nc1ccc(Cl)cc1Cl	-6	18	-5
CCOC(=O)[C@@H]1[C@@H](OC)C(=O)N(Cc2ccccc2)C12CCN(C(=O)OC)CC2	1	15	-7
COc1ccc(-c2nc(NC(=O)c3ccc(Cl)c(N4CCCC4=O)c3)sc2C)cc1	2	-1	-1
O=C(NC1CCN(Cc2ccccc2)CC1)c1ccc(Br)o1	-3	4	x
COCCn1cnnc1C(C)n1ccnc1C1CC1 (centres undefined)	-3	11	x
COc1ccc(Oc2coc3c(CN4CCN(C)CC4)c(O)ccc3c2=O)cc1	-1	-16	-6
CCNC(=O)c1coc(CN(Cc2ccc3c(c2)OCO3)Cc2cc(C)ccc2C)n1	-7	24	-7
Cc1cnc(C)c(N2CCN(C(=O)c3cn(CCN4CCCCC4)nn3)CC2)n1	0	9	x
CNC(=O)N1CCC(C2CCN(Cc3cccn3C)C2)CC1 (centres undefined)	-14	x	-5
CSc1nc2ncc3c(=O)n(-c4ccc(Cl)cc4)ccc3n2n1	-7	6	x
CC(=O)Oc1ccccc1Cn1c(C)c(C(=O)NCc2cccc([N+](=O)[O-])c2)sc1=O	-2	9	x
Cc1cc(-c2nsc(=O)o2)c(S(C)(=O)=O)s1	-7	14	-3
O=C(O)CN1CCSC1=O	-3	0	-9
CN1CCC2(CC1)Oc1ccccc1C1CC(c3ccc(Br)cc3)=NN12 (centres undefined)	0	-9	x
CC(=O)c1c(C)cc(C)c(CSCc2c(C)noc2C)c1C	-8	0	x
CC(C)(C)C(=O)Nc1cc2nn(-c3ccccc3)nc2cc1Cl	-6	-4	-7
COc1cccc(/C=C2/SC(=S)N(CC(=O)O)C2=O)c1O	-4	-5	0
COc1ccccc1N1CCN(c2ccc(NC(=O)Nc3ccc(C(F)(F)F)cc3)cc2C(=O)NC(C)c2ccccc2)CC1 (centres undefined)	-14	-11	-3
CC(=O)Nc1ccc(S(=O)(=O)N2CCc3nc(Cc4cccc(C)c4)nc(N4CCOCC4)c3C2)cc1	-18	-10	-5
COc1c(Br)cc(F)cc1NS(=O)(=O)c1ccccc1C#N	-5	10	x
O=C(NCC(c1ccco1)N1CCCC1)C1=CN2CCS(=O)(=O)N=C2C=C1 (centres undefined)	-3	0	x
CC1ON=C(c2ccccc2F)N(Cc2ccc(S(C)(=O)=O)cc2)C1=O (centres undefined)	1	10	x
CC(c1nc(N)nc(N(C)C)n1)N1CCOC(c2ccc(F)cc2)C1 (centres undefined)	-3	7	-5
O=C(NCC1CCCO1)C12CC3CC(CC(C3)C1)C2 (centres undefined)	2	-1	0
Cc1ncc(-c2c(-c3ccccc3)ncn2CCCc2c(C)n[nH]c2C)[nH]1	-4	-2	0
Cc1ccc2nc(C(C)c3ccccc3)c(NC3CCCCC3)n2c1 (centres undefined)	-6	11	-7
CN1CCN2C[C@@H](NC(=O)C3=NN(C)C(=O)CC3)C[C@H]2C1	-4	6	x

Next entries
molecule	hcGAS lum	NPYLR7 agonist	mcGAS lum
CC1(C)CC(NCc2ccco2)CC(C)(C)N1	6	x	2
COCC(=O)Nc1ccc(N2CCN(C(=O)COc3cccc(Cl)c3)CC2)nc1	-6	10	-1
C=CCn1c(N)c(C(=O)NCc2ccco2)sc1=S	4	11	x
Fc1ccccc1-c1nnc(SC(c2ccccc2)c2ccccc2)o1	-1	-2	x
CC(C)CSC(CC(=O)O)C(=O)O (centres undefined)	-10	2	x
COC(=O)CNC(=O)c1ccc([N+](=O)[O-])o1	-6	2	x
CCC(C)C(=O)NC1CCC(O)CC1 (centres undefined)	-13	-2	x
COc1cccc2c1OCC(NC(=O)C(=O)Nc1ccc(F)cc1)C2 (centres undefined)	14	5	x
COc1ccc(/C=C2\Oc3c(ccc4c3CN(C3CCS(=O)(=O)C3)CO4)C2=O)cc1 (centres undefined)	-5	68*	-6
CCN(CC)C(=O)C1CCCN(C(=O)Cn2nnnc2CN(C)C(C)C)C1 (centres undefined)	-8	3	x
CC(C)(C)n1nc2c(c1NC(=O)Nc1ccc(Cl)cc1)CSC2	-5	-1	-9
O=S(=O)(O)CCCS(=O)(=O)O	-1	-15	x
CCC(c1nc2ccccc2c(=O)n1-c1ccc(OC)cc1)N(CCc1ccccc1)C(=O)Nc1ccccc1C (centres undefined)	0	19	-5
Cc1cccn2cc(CCNc3cc(Cl)nc(N)n3)nc12	-7	11	x
Cc1ccccc1CC1(CO)CCCN(C(=O)CCC(F)(F)F)C1 (centres undefined)	-2	-5	-5
COc1ccc(-c2cc(=O)c3c(OC)c(OC)c(OC)c(OC)c3o2)cc1	0	-13	2
CC(=O)c1[nH]c(C)c(C(=O)N2CCC3(CN(C)C(=O)O3)C2)c1C (centres undefined)	-5	11	x
Cc1ccnc(CC(C)N(C)C(=O)c2csc3nc(-c4ccccc4)cn23)c1 (centres undefined)	-2	7	x
COc1ccc(-c2c(C)nn(-c3ccccc3)c2C)c(C(=O)NCCc2nc3ccccc3[nH]2)c1	-6	-1	-3
CC1C(=O)N(c2cccc(F)c2)CCN1S(=O)(=O)c1ccccc1 (centres undefined)	1	-2	-4
O=C(CCc1ccccc1)Nc1nnc(COc2ccccc2)s1	-1	10	-8
O=C(Nc1ccc(-c2noc(-c3cccs3)n2)cc1)c1cccc(Br)c1	-2	-2	x

3 structures out of the list, arranged by length of the SMILES, high to low:
molecule	hcGAS lum	NPYLR7 agonist	mcGAS lum
CCOC(=O)c1ccc2c(c1)nc(SCc1cc3c(cc1Cl)OCO3)n2CCOC	-1	12	-7
CC(C)(C)C(=O)Nc1cc2nn(-c3ccccc3)nc2cc1Cl	-6	-4	-7
Cc1cc(-c2nsc(=O)o2)c(S(C)(=O)=O)s1	-7	14	-3
